proCasp7 act: counter-screen for procaspase-3 activators: activators of human procaspase-7 | P55210 | recombinant procaspase-7, Ac-DEVD-pNA absorbance 405 nm; D23A/D198A/D206A triple mutant, cannot self-cleave; scale: DMSO 0, 5 µM enzyme 100 | activation, % at 8.5 µM | hit rate 0.093% among 330,000 | AID 463210;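 active = percent activation above the screen-wide mean plus 3 SD, cut at about 25% in these data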
Target sequence (P55210 whole entry D23A/D198A/D206A): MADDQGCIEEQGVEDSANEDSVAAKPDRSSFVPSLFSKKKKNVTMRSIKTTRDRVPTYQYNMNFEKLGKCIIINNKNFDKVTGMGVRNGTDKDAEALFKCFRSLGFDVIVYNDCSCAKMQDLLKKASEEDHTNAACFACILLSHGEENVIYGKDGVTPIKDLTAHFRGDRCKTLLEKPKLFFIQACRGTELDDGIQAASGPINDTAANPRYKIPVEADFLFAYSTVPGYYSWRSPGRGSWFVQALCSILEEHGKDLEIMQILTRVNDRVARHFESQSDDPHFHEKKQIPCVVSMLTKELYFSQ
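Assay system: Uncleavable procaspase-7 mutant enzyme | Input: 2 µM procaspase-7 mutant as dispensed | Timing: 1 h compound preincubation, 2 h substrate cleavage, 25 °C | Repeats: One well per compound | Control set: DMSO wells as 0%, DMSO with 5 µM added PC-7 as 100% | Technique: Epi-absorbance of released pNA at 405 nm, two timepoints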
Efflux pump inh: antifungal efflux pump inhibition, Nile Red retention; S. cerevisiae Candida pump triplex; inhibition, % at 10 µM; AID 485275; hit rate 0.44% among 330,000;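 active = plate passing quality check with inhibition over a set limit, or well fluorescence over plate mean plus 4 SD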;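 note: Nile Red retained in pooled yeast measured as flow cytometry median fluorescence; 0% = buffer negative control and 100% = Enniatin B positive control; higher means more Nile Red kept so more efflux inhibition; some compounds called inactive have numbers as strong as hits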
HCV core dimer: HCV core protein dimerization inhibition. TR-FRET GST/Flag-core106 dimerization, 1536-well. inhibition, % at 5 µM. hit rate 0.33% among 300,000. AID 1899;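 active = inhibition above the mean of all tested compounds plus 3 SD, set per screening campaign, cut at about 45% in these data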
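Test system: GST/Flag-tagged HCV core106 proteins; Medium: KF-containing HEPES buffer, pH 7.45, DTT, CHAPS, BSA; Times: compound-protein-antibody incubation 4 h at 22.5 °C; Detection: TR-FRET 671 and 617 nm emission; Benchmarks: wells lacking GST-core106 and wells with excess unlabelled core106.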
CTSL1 counter: cathepsin L1 inhibition, PFM18AAP counter-screen; inhibition, % at 5.96 µM; AID 1906; recombinant F. hepatica cathepsin L1, Z-Leu-Arg-MCA fluorescence; hit rate 0.49% among 300,000;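 active = inhibition above the mean of all tested compounds plus 3 SD, set per screening campaign, cut at about 17% in these data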;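 note: 0% = plate median of test compound wells and 100% = 1 µM Z-Phe-Ala-diazomethylketone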
JMJD2C inh: human JMJD2C demethylase inhibition | GST-JMJD2C(1-420) H3K9me3 demethylation, DELFIA europium | inhibition, % at 2.35 µM | hit rate 0.069% among 330,000 | AID 2099;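 active = more than half of a compound's replicate wells show inhibition beyond 50%, single wells judged on their own value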;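 note: signal counts dimethyl H3K9 product captured on neutravidin plate; 0% = median of DMSO wells and 100% = 0.3 times that DMSO median; strong numbers were not always called active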
TPT1 inhibitor: blocks Candida albicans tRNA 2'-phosphotransferase | hit rate 0.81% among 300,000 | inhibition, % at 5 µM | recombinant caTPT1, FP RNA substrate dephosphorylation;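 active = inhibition above the mean of all tested compounds plus 3 SD, set per screening campaign, cut at about 24% in these data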;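 note: plate controls were DMSO alone for no effect and ferristatin control at 100 nM for full effect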
PP1 counter: PP1-alpha (human) inhibition in PP5 counter-screen | P62136 | purified PP1alpha, OMFP fluorescence | inhibition, % at 6.7 µM | hit rate 0.9% among 320,000 | AID 2235;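 active = inhibition above the mean inhibition of all tested compounds plus 3 SD, computed separately for each screening campaign, cut at about 15% in these data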
PP5 primary: blocks human protein phosphatase 5 activity; purified PP5c, OMFP substrate fluorescence; hit rate 0.18% among 320,000; AID 1987; inhibition, % at 6.7 µM;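 active = inhibition above the campaign's mean inhibition across all tested compounds plus 3 SD, cut at about 9.5% in these data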;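 note: 0% = DMSO only and 100% = 100 µM cantharidin control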
Target sequence (P53041 whole entry, looked up): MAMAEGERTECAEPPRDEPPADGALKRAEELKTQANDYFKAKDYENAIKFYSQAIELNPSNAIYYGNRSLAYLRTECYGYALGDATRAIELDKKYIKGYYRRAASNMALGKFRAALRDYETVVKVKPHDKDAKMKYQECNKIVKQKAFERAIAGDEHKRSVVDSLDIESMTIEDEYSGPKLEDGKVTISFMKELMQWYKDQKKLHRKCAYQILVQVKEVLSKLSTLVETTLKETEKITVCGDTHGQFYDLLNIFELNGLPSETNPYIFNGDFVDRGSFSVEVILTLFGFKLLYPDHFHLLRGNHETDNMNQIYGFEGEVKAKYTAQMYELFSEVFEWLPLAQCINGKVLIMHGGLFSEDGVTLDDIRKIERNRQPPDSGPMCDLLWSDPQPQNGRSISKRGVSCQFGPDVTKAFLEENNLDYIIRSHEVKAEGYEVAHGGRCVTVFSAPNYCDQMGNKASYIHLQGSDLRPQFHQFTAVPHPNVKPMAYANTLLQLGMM
proCasp3 act: activators of human procaspase-3 | P42574 | recombinant procaspase-3 D3A, Ac-DEVD-pNA absorbance 405 nm | activation, % at 8.5 µM | hit rate 0.11% among 330,000;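 active = activation above the mean of all tested compounds plus 3 SD, cut at about 21% in these data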;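 note: 0% = DMSO alone and 100% = DMSO wells spiked with extra 5 µM PC-3 D3A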
Target sequence (P42574 whole entry D9A/D28A/D175A): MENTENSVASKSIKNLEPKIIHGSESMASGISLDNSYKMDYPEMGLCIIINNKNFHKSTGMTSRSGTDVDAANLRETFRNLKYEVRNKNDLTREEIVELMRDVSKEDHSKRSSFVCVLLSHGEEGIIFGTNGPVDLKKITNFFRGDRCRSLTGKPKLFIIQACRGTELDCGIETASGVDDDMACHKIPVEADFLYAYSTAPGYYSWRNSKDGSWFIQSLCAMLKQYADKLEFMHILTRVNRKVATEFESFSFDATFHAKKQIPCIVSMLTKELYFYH
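assay system = Procaspase-3 D3A mutant | signal = absorbance at 405 nm, 0 and 120 min | times = 1 h preincubation plus 2 h reaction at 25 °C | repeats = single replicate | read-out = % activation between DMSO and enzyme-spiked controls | medium = Zinc-free HEPES saline buffer with Triton X-100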
Starred values were filed as active, the others as inactive; / = not tested or not shown; & = joins results of further samples.

SMILES | proCasp7 act | Efflux pump inh | HCV core dimer | CTSL1 counter | JMJD2C inh | TPT1 inhibitor | PP1 counter | PP5 primary | proCasp3 act
C=CCN=C1S/C(=C\c2ccc(N(C)C)cc2)C(=O)N1CC=C | -34 | 0.1 | -4 | 6 | 3 | 44* | -6 | 1.7 | -26
CCOc1ccc(NC(=O)c2ccc(N)cc2)cc1 | 4 | 0.3 | 4 | 0 | -3 | -1 | -7 | 4.2 | -5
Cn1c(SCC(=O)OC2CCCCC2)nnc1-c1ccco1 | -13 | 0.1 | 0 | 5 | -2 | 1 | -6 | -6.3 | 5
COc1ccc(CCNC(=O)CN(C)S(=O)(=O)c2ccc3nc(C)sc3c2)cc1OC | 3 | 0.1 | -4 | -1 | 18 | 3 | 0 | 0.4 | 3
CCn1c(=O)cc(SCC(=O)Nc2cc(OC)c(OC)c(OC)c2)c2ccccc21 | -2 | 0.2 | 5 | 1 | 6 | 1 | 3 | 0.1 | 4
CCCNC(=O)c1cccc(COc2ccccc2OC)c1 | -2 | -0.1 | 7 | 1 | 21 | -3 | -1 | -1.3 | 17
CSCCC(NC(=O)COc1ccccc1)C(=O)N1CC(C)CC(C)C1 (stereo unspecified) | 13 | 0.1 | / | / | / | / | -3 | 1.4 | 0
NCC(=O)NCC(=O)OCc1ccccc1 | 4 | 0.1 | -2 | 1 | -11 | 3 | -4 | -0.8 | -2
O=C(c1ccc([N+](=O)[O-])s1)N1CCCc2ccccc21 | 12 | -0.1 | 8 | 2 | -9 | -2 | -1 | 0.5 | 10
O=C(OCCc1cc2ccccc2c(=O)o1)c1ccc(C(F)(F)F)cc1 | 9 | -0.1 | / | / | 2 | / | 1 | 3.0 | 0
O=C(NCCCn1ccnc1)/C(=C\c1ccco1)NC(=O)c1ccco1 | 0 | 0.0 | 7 | -1 | 1 | 0 | -2 | -0.3 | 9
CC(=O)c1sc2nc(=O)c(C)nn2c1C | -13 | 0.1 | -4 | -1 | -10 | 4 | -2 | -0.3 | -1
O=C(Nc1cc(-c2nc3ncccc3o2)ccc1Cl)c1ccc([N+](=O)[O-])o1 | 7 | -0.3 | 11 | 15 | 8 | -1 | -2 | 2.5 | 8
O=C(CN(C(=O)c1ccc(Cl)cc1Cl)N1C(=O)C2C3C=CC(C3)C2C1=O)c1ccc(F)cc1 (stereo unspecified) | -3 | -0.6 | 1 | -5 | 11 | 3 | 4 | 6.6 | 6
CCOC(=O)c1[nH]c(C)c(C)c1C | 4 | -0.1 | -4 | -1 | 0 | -1 | 1 | 1.7 | -3
Cc1cc(C)nc(NN=C2CCCC2)n1 | -3 | 0.1 | -1 | 4 | -4 | -3 | -1 | 1.5 | -5
CC(=O)c1c(C)[nH]c(C(=O)N2CCN(c3cc(Cl)ccc3C)CC2)c1C | 8 | -0.1 | 11 | 8 | 2 | -1 | -3 | 1.9 | -5
CC(Nc1cccc(C(=O)NC2CC2)c1)c1nnc(-c2ccccc2)o1 (stereo unspecified) | -4 | -0.1 | / | / | -1 | / | / | / | 3
Cc1ccc(NC(=O)CCN2CCC(C(N)=O)CC2)cc1 | -6 | 0.1 | -6 | 2 | -3 | 4 | -5 | 0.3 | 1
COc1ccc(C(=O)COC(=O)C(C(C)C)N2C(=O)C3C4C=CC(C4)C3C2=O)cc1 (stereo unspecified) | 0 | 0.1 | 1 | 5 | -7 | -2 | -3 | 2.8 | -6

Given tab-delimited: entries from further up
Structure	proCasp7 act	Efflux pump inh	HCV core dimer	CTSL1 counter	JMJD2C inh	TPT1 inhibitor	PP1 counter	PP5 primary	proCasp3 act
O=C(NCCCn1ccnc1)/C(=C\c1ccco1)NC(=O)c1ccco1	0	0.0	7	-1	1	0	-2	-0.3	9
CC(=O)c1sc2nc(=O)c(C)nn2c1C	-13	0.1	-4	-1	-10	4	-2	-0.3	-1
O=C(Nc1cc(-c2nc3ncccc3o2)ccc1Cl)c1ccc([N+](=O)[O-])o1	7	-0.3	11	15	8	-1	-2	2.5	8

The listing continues:
SMILES | proCasp7 act | Efflux pump inh | HCV core dimer | CTSL1 counter | JMJD2C inh | TPT1 inhibitor | PP1 counter | PP5 primary | proCasp3 act
Cn1c(COc2ccc(Cl)cc2)nnc1SCC(=O)NC1CC1 | -2 | -0.1 | / | / | -5 | / | 3 | -1.3 | 4
N#Cc1nc(-c2ccc(F)cc2)oc1NCc1ccccc1 | -1 | -0.3 | -12 | 0 | 2 | 0 | 5 | 3.5 | -2
Cc1ccc(C)c(N2CCN(C(=O)c3ccc4nsnc4c3)CC2)c1 | -1 | 0.0 | 6 | 6 | 6 | 1 | 0 | 1.5 | 0
O=C(Nn1cnnc1)C(Sc1ccccc1)c1ccccc1 (stereo unspecified) | 19 | 0.0 | -2 | -4 | -1 | -2 | -4 | -1.2 | 7
CC1CCC(NC(=O)CNC(=O)Cc2cccc3ccccc23)CC1 (stereo unspecified) | 0 | -0.3 | -3 | -2 | 3 | 0 | 1 | -0.1 | -3
Cc1nc2cc(-c3ccc(Cl)cc3)nn2c(NCCN(C)C)c1C | 11 | -0.2 | -12 | 2 | 4 | 0 | -10 | 2.7 | 8
CC(=O)Nc1cccc(NC(=O)CSc2nnc(NC(=O)c3ccco3)s2)c1 | 2 | -0.1 | 0 | 3 | 1 | 2 | -2 | -0.1 | 2
CCOc1ccc(Nc2nc(-c3sc(N)nc3C)cs2)cc1 | -15 | 0.0 | 4 | -1 | 8 | 13 | -3 | 2.8 | 3
Cc1cccc(CCN(C(=O)Cc2cccs2)C(C(=O)NC2CCCCC2)c2cccnc2)c1 (stereo unspecified) | -4 | 0.2 | 4 | 0 | -1 | 1 | 1 | -0.3 | -2
Cc1cccn2c(=O)c3cc(C(=O)O)n(C)c3nc12 | 8 | -0.1 | -1 | 2 | -8 | -3 | -1 | 0.2 | 0
CCCCOc1cc(=O)[nH]c(=O)[nH]1 | -17 | 0.1 | -28 | -3 | 8 | -4 | 3 | 0.9 | -9
COC(=O)/C(=C\Nc1ccc(Oc2ccc(F)cc2F)nc1)NC(=O)c1ccccc1 | 1 | 0.0 | -1 | 4 | 2 | -2 | 0 | -0.7 | 0
c1ccc(-c2oc3ncnc(NCCCN4CCOCC4)c3c2-c2ccccc2)cc1 | -1 | -0.2 | -2 | 2 | 3 | -1 | 7 | 1.0 | 10
Fc1ccc(CNc2ccc(N3CCN(Cc4ccccc4)CC3)cc2)cc1 | -13 | 0.0 | -18 | -4 | 3 | -5 | 1 | 1.6 | -9
CCCc1[nH]nc2c1C(c1cc(OC)cc(OC)c1)C(C#N)=C(N)O2 (stereo unspecified) | -12 | 0.0 | 3 | 0 | -8 | -4 | -3 | 1.4 | -11
CCN1CCN(c2cc(C)c3cc(NC(=O)c4ccc(C)c(C)c4)ccc3n2)CC1 | 1 | 0.3 | 3 | 1 | -9 | 2 | 0 | 2.3 | 2
COc1ccc(CCNC(=O)Cn2ccc3c(OC)cccc3c2=O)cc1OC | 4 | 0.1 | -3 | 0 | -3 | 0 | -3 | -1.4 | 10
Cc1ccc(C)c(N2CCN(C(=O)CCNS(=O)(=O)c3ccc4c(c3)oc(=O)n4C)CC2)c1 | 4 | -0.1 | 8 | -1 | -30 | 0 | 0 | 2.2 | -2
COc1ccccc1CNC(=O)CCNS(=O)(=O)/C=C/c1ccc(C)cc1 | 15 | 0.2 | / | / | 0 | / | / | / | 0
COc1cc(NC(=O)c2cccc(F)c2)cc(OC)c1OC | -2 | 0.8 | -11 | 3 | 10 | 2 | -2 | 0.4 | -2
CSc1nsc(SCc2cnc(C)nc2N)n1 | -4 | 0.0 | -1 | -1 | 2 | -1 | -2 | 2.8 | 4
CCn1ccnc1CN1CCc2c([nH]c3ccccc23)C1C1CCCCC1 (stereo unspecified) | 2 | -0.2 | -11 | 6 | 8 | -3 | 0 | -1.7 | 1
O=C(COc1ccccc1Cl)NNC(=O)c1cc(S(=O)(=O)N2CCOCC2)ccc1N1CCCC1 | 9 | 0.1 | 0 | -17 | 4 | 3 | 1 | 2.4 | 0
COC(=O)c1ccc(NC(=O)C[n+]2ccccc2)cc1 | 9 | -0.1 | 2 | -5 | -4 | -3 | 3 | -1.7 | 1
O=C(Cn1cc2c(n1)CCCC2)N1CCCC1 | 3 | -0.3 | -14 | 2 | 4 | -2 | 1 | 0.8 | 3
Cc1ccc(N2CCN(C(=O)N3CCCC3)CC2)cc1Cl | 2 | 0.0 | 3 | -1 | 1 | 1 | -1 | -2.3 | -9
O=C(Cn1cnc2ccccc2c1=O)NCCC(=O)N1CCN(Cc2ccccc2)CC1 | 8 | 0.0 | 0 | 1 | -16&25 | 2 | -2 | -1.1 | -1
C#CC(C)OC(=O)C(C)NC(=O)c1ccccc1 (stereo unspecified) | -5 | -0.1 | -3 | 3 | 2 | -1 | -1 | -1.3 | 5
CC(C)CCN1C(=O)c2ccc(C(=O)NCC3CCCO3)cc2C1=O (stereo unspecified) | 8 | 0.5 | 3 | -2 | 2 | 1 | 0 | 3.8 | -8
Cc1cccc(C)c1NC(=O)c1c(C)nn(-c2ccccc2)c1Cl | 1 | 0.1 | 1 | 0 | 5 | -5 | -2 | 1.2 | -3
CCOC(=O)CNC(=O)CSc1nc(Cc2cccs2)nc2ccccc12 | -15 | -0.1 | 30 | 12 | 3 | 7 | 6 | -1.4 | -16
O=C(C1CCN(S(=O)(=O)c2ccccc2)CC1)N(CCc1ccccc1)Cc1ccco1 | 6 | 0.1 | 27 | 1 | 19 | 6 | 4 | 3.1 | -2
CCn1nnc(NC(=O)Cc2ccc(Cl)cc2)n1 | 3 | 0.0 | -1 | 1 | 1 | 0 | -3 | -1.3 | 4
C/C(=N/NC(=O)c1ccc2nc[nH]c2c1)c1cccs1 | -3 | 0.0 | 0 | 8 | 0 | 1 | -1 | 0.7 | -1
CCOC(=O)c1ccccc1NC(=O)COC(=O)CC1CCCCC1 | 6 | 0.1 | 1 | 3 | 2 | 0 | -1 | -0.4 | -4
O=C(Nc1nc(-c2ccccc2)cs1)c1ccccc1F | 11 | -0.1 | 5 | 0 | -3 | -1 | 1 | 0.0 | 1
CSCCC(=O)N1CCCC(CO)(CCCc2ccccc2)C1 (stereo unspecified) | -9 | -0.1 | -5 | 4 | 4 | 1 | 3 | 1.2 | 7
COCCNC(=O)NC(=O)CN1C(=O)NC(Cc2c[nH]c3ccccc23)C1=O (stereo unspecified) | 0 | 0.0 | -2 | -1 | -1 | 0 | -1 | 3.3 | 2
CC(=O)Nc1ccccc1OC(C)C(=O)N1CC(C)CC(C)C1 (stereo unspecified) | 13 | 0.0 | 2 | -4 | -1 | 1 | 1 | -2.5 | 3
Cc1cccc(Cn2c(N3CCN(C)CC3)nc3c2c(=O)[nH]c(=O)n3C)c1 | 9 | 0.1 | -1 | 3 | 27 | -3 | 2 | 3.4 | 7
